EP2 mod = modulators of human EP2 prostaglandin E2 receptor; P43116; EP2-expressing cells, cAMP HTRF FRET, PGE2 co-stimulation; induction, % at 25 µM; hit rate 0.83% among 260,000;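 active means compounds whose cAMP rise, as percent of the full-agonist control response, exceeds 60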;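 further: rat C6 glioma line stably carrying human EP2 under a CMV promoter; the protocol text gives 20 µM as final concentration; 100% = response of wells given 1 µM PGE2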
Target sequence (P43116 whole entry, looked up): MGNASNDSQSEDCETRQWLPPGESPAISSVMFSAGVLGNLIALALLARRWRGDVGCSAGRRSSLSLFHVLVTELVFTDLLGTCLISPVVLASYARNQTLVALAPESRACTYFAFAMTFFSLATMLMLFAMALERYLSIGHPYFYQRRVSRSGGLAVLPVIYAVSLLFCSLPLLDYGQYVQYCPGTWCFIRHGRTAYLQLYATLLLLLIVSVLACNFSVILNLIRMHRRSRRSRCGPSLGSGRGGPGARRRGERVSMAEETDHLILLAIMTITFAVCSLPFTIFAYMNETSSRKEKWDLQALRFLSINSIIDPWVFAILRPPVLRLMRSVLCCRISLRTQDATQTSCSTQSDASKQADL
Starred values were filed as active, the others as inactive. Not all compounds are listed; the hit share may differ from the screen's.

mol | EP2 mod
Cc1cc(C)c2[nH]c(=O)c(CN(CC3CCCO3)C(=O)c3ccco3)cc2c1 (stereo unspecified) | -44
CN1[C@@H](C(=O)NCc2ccccn2)C[C@@H](c2cccs2)NS1(=O)=O | 85*
Cc1ccc(C(C(=O)NC2CCCCC2)N(C(=O)c2ccco2)c2ccc3c(c2)OCO3)cc1 (stereo unspecified) | 23
O=C(Nc1ccc(N2CCOCC2)c(C(=O)O)c1)c1ccccc1 | 1
CCCNC(=O)C1CCN(C(=O)c2ccc(OC)cc2)CC1 | -2
Cn1c(=O)[nH]c(=O)c2c1nc(N)n2CCOc1ccccc1 | -7
COc1ccc2nc(SCC(=O)Nc3ccc(C)cc3C)c(C#N)cc2c1 | 14
CC1CCN(C(=O)CSc2nc(C(C)C)nc3ccccc23)CC1 | 3
Cc1ccc(OCC(=O)N2CCN(C(=O)c3cccc4ccccc34)CC2)cc1 | -87
O=C(Nc1nc2ccc(F)cc2s1)c1cccc(Cl)c1 | -24
COc1ccc([C@H]2CN(Cc3ccccc3)C[C@@H]2NC(=O)C(C)C)cc1OC | 9
O=C(c1cccnc1)C1CCN(C(=O)Cc2ccc(Cl)cc2)CC1 | -21
COc1ccc(-n2ncc3c2CCCC3NC(=O)Cc2ccc(OC)c(OC)c2)cc1 (stereo unspecified) | -48
COCCn1nnnc1C(c1cc2ccc(C)cc2[nH]c1=O)N1CCN(c2ccccc2OC)CC1 (stereo unspecified) | -14
c1ccc(NCc2ccncc2)cc1 | -17
O=C(Cc1ccccc1F)N1CCC[C@H]1Cn1nc(-c2ccc3c(c2)OCO3)ccc1=O | -29
C=C1CCC(=O)C(C)CCC2C1CC2(C)C (stereo unspecified) | 10
CC(C)c1nc(SCC(=O)NNC(=O)c2ccco2)c2c3c(sc2n1)CCCC3 | 22
O=C(C1c2ccccc2Oc2ccccc21)N1CCC(O)(c2ccccn2)CC1 | -45
COc1cccc(CC(=O)NC(c2ccc(F)c(F)c2)c2nccn2C)c1 (stereo unspecified) | -46
COc1ccc2[nH]c(=O)c(C(c3nnnn3C3CCCC3)N3CCCC3)cc2c1 (stereo unspecified) | -6
CC(C)c1nnc(NC(=O)c2c(O)c3cccc4c3n(c2=O)CC4)s1 | -13
CCCn1c(SCC(=O)Nc2ccc(C)cc2)nnc1C(C)C | -36
CCc1nc2ccc(NC(=O)Cn3cnc4sc(C)cc4c3=O)cc2[nH]1 | -13
CCOC(=O)C1CCN(C(=O)C2COc3ccccc3O2)CC1 (stereo unspecified) | -1
CCn1c(SCC(=O)Nc2cccc(C)c2C)nnc1-c1ccncc1 | -1
O=C(COc1ccc2c3c(c(=O)oc2c1)CCC3)NCc1ccccc1 | -56
COc1ccc(C(O)CN2CCC3(CC2)CC(O)c2ccc(OC)cc2O3)cc1 (stereo unspecified) | -66
CC(C)(C)C(=O)Nc1ccc(NC(=O)C2CC2)nc1 | -12
COc1ccc(CN(Cc2cc3cccc(C)c3[nH]c2=O)S(=O)(=O)c2ccc(OC)cc2)cc1 | 4

The results go on.
mol | EP2 mod
Fc1ccc(-c2csc(Nc3cccnc3)n2)cc1 | 30
O=C(Cn1cnc2scc(-c3ccc(Cl)cc3)c2c1=O)N1CCCCC1 | -78
NC(=O)c1nc(-c2ccc(-c3ccccc3)cc2)nc2c1[nH]c(=O)n2CC1CCCO1 (stereo unspecified) | 2
Nc1cc(-c2cccs2)nn(CC(=O)Nc2ccccc2-c2ccccc2)c1=O | -11
Cc1ccc(N(Cc2ccccc2)Cc2ccccc2)cc1 | 52
COc1ccc(-c2cc(C(F)(F)F)nc(SCC(=O)NC3CCCCC3)n2)cc1 | -124
COCCNC(=S)N1CCC(NC(=O)c2ccc(OC)cc2)CC1 | -9
CCc1nnc(NC(=O)c2sc3nc4c(C)ccc(C)c4cc3c2N)s1 | -48
CC(=O)N1CCC[C@H]1Cn1nc(-c2cccs2)ccc1=O | 0
O=c1[nH]c(N2CCCCCC2)nc2c1CN(Cc1ccc(F)cc1)CC2 | -115
COc1ccc(-c2cc(-c3ccc(C)o3)nc(N)c2C#N)cc1OC | 44
COC(=O)CSc1n[nH]c(CNc2cccc(C)c2)n1 | -18
O=C(CCC1CCCC1)N1CCC[C@H]1Cn1nc(-c2ccc(F)cc2)ccc1=O | 0
Fc1ccc(CN(CCCn2ccnc2)Cc2ccccc2F)c(F)c1 | 51
O=C1NC2(CCN(Cc3ccccc3F)CC2)Oc2ccccc21 | -15
COC(=O)c1c(NC(=O)c2cc(OC)c(OC)c(OC)c2)sc(C(=O)N2CCOCC2)c1C | -21
C=CCNC(=O)CN1CCN(Cc2ccc3c(c2)OCO3)CC1 | -12
NCCCC(O)(P(=O)(O)O)P(=O)(O)O | -3
CNC(=O)C(=O)NCCN1CCOCC1 | -10
COC(=O)c1cccc(-n2nnnc2SCC(=O)Nc2nc(C)c(C)s2)c1 | -38
COc1ccccc1N(CC(=O)NCc1ccc2c(c1)OCO2)S(C)(=O)=O | 18
COC(=O)c1c(NC(=O)c2ccc(Cl)cc2)sc(C(=O)N2CCCCC2)c1C | -54
Cc1[nH]c(=O)[nH]c(=O)c1NC(=O)CSc1ccc(-c2nc3ccccc3[nH]2)cn1 | -31
CCOc1ccc2c(c1)c1nnc(SCC(=O)N3CCCC3)nc1n2C | -17
Cc1cc(-c2cncnc2C2CCCN(C(=O)c3cc(C)[nH]c3C)C2)on1 (stereo unspecified) | 1
Oc1ccccc1-c1nc2cnccn2c1NCc1ccccc1 | -83
Cc1cc2cc3c(cc2nc1SCC(=O)NCc1ccc2c(c1)OCO2)OCO3 | 47
Cn1c(COc2ccc(Cl)cc2)nnc1SCC(=O)NC(C)(C)C | -3
O=C1CCC(c2ccccc2)=NN1c1nc2ccccc2s1 | -16
CCc1nnc(NC(=O)CCCOc2ccc(C)cc2)s1 | -17

Given field by field: 4 of the compounds above
> NC(=O)c1nc(-c2ccc(-c3ccccc3)cc2)nc2c1[nH]c(=O)n2CC1CCCO1 (stereo unspecified)
  EP2 mod: 2
> Nc1cc(-c2cccs2)nn(CC(=O)Nc2ccccc2-c2ccccc2)c1=O
  EP2 mod: -11
> Cc1ccc(N(Cc2ccccc2)Cc2ccccc2)cc1
  EP2 mod: 52
> COc1ccc(-c2cc(C(F)(F)F)nc(SCC(=O)NC3CCCCC3)n2)cc1
  EP2 mod: -124

(cont.)
mol | EP2 mod
COc1ccc(-c2ccc(SCC(=O)N3c4ccccc4CCc4ccccc43)nn2)cc1OC | 29
CCc1nc(SCC(=O)Nc2cccc(NC(C)=O)c2)c2c(C)c(C)sc2n1 | 20
O=C(CN1CCN(C(=O)N2CCOCC2)CC1)Nc1ccc(F)cc1 | -3
COc1cc2c(cc1O)[C@@H](Cc1ccc(O)cc1)[N+](C)(C)CC2 | 13
CCC(C)Nc1nc(-c2cccnc2)nc2ccccc12 (stereo unspecified) | 20
CCC1CCCCN1C(=O)CSc1nnc(-c2ccccc2C)o1 (stereo unspecified) | -4
Cc1ccc(NC(=O)C(C)Sc2nnc(C)n2CC2CCCO2)cc1 (stereo unspecified) | 14
CC(C)(C)c1ccc(C(=O)Nc2ccc3oc(=O)ccc3c2)cc1 | -5
CC(C)[C@H](Cn1nnc2ccccc21)NC(=O)Cn1ncc2ccccc2c1=O | 2
COC(=O)c1sc(NC(=O)c2cccc(Cl)c2Cl)c(C#N)c1C | -93
CC1CCCCC1NS(=O)(=O)c1ccc(S(=O)(=O)N2CCCCC2)cc1 (stereo unspecified) | -4
COc1ccc(CN(Cc2ccncc2)C2CC(C)(C)NC(C)(C)C2)cc1OC | -18
CCN(CC)C(=O)N1CCCC(c2nc(C)ncc2-c2cc(C)no2)C1 (stereo unspecified) | 6
Cc1nc2c(C)cccc2cc1C(=O)NCCS(=O)(=O)NC1CCCCC1 | -49
COc1ccccc1N(C(=O)Cc1cccs1)C(C(=O)NC1CCCC1)c1ccccc1 (stereo unspecified) | 33
O=C(CC1CCCCC1)Nc1ccc2c(c1)OCCO2 | -37
NCCc1nc(-c2nc(C(=O)O)cs2)cs1 | 28
Cc1ccc(-c2cc(C(=O)Nc3sc4c(c3C#N)CCCC4)no2)cc1 | -8
c1csc(-c2nc3ccccn3c2NCc2ccc3c(c2)OCO3)c1 | -42
Cc1cc(SCC(=O)N2C(C)CCCC2C)nc2ccccc12 (stereo unspecified) | 45
CC[C@H](CN(C)C)C(=O)c1ccco1 | 5
Cc1cc(C)nc(SCc2c(F)cccc2Cl)n1 | 1
O=C1C=Cc2ccccc2/C1=C\c1c(O)[nH]c(=S)[nH]c1=O | -7
Cc1sc2ncn(CCCCn3cnc4sc(C)c(C)c4c3=O)c(=O)c2c1C | -5
CCOC(=O)Cc1csc(NC(=O)CSc2nnc3c(C)cc4cc(OC)ccc4n23)n1 | -13
COc1ccc(CCN2C(=O)C(O)=C(C(C)=O)C2c2ccc(Br)cc2)cc1OC (stereo unspecified) | 9
O=C(c1ncoc1-c1ccccc1F)N1CCN(Cc2ccc3c(c2)OCO3)CC1 | -45
CC(=O)c1cccc(N(C(=O)c2ccco2)C(C(=O)NC2CCCC2)c2cccnc2)c1 (stereo unspecified) | 17
Cn1c(SCC(=O)Nc2ccc(Br)cc2)nnc1-c1ccccc1Br | -17
Cc1nn(CC(=O)N2CCN(Cc3ccccc3F)C[C@@H]2C(C)C)c(=O)c2ccccc12 | 11

More compounds
mol | EP2 mod
N#Cc1c(NC(=O)c2cc3nc(-c4ccco4)cc(C(F)(F)F)n3n2)sc2c1CCC2 | -5
CCCn1c(SCC(=O)Nc2nccs2)nnc1-c1ccccn1 | -7
Cc1sc2nc(C(C)C)n3c(SCC(=O)c4ccccc4F)nnc3c2c1C | -11
Cc1nn(CC(=O)N(Cc2ccccn2)C2CC2)c(=O)c2cc3sccc3n12 | -24
C=C(C)COc1cccc(CN2CCC(O)(c3ccc4c(c3)OCO4)CC2)c1 | -53
COC(=O)[C@H]1CN(C(=O)c2scnc2C)C[C@@H]1c1ccc(F)cc1 | 4
CC(C)OC(=O)C1=C(N)OC2=C(C(=O)CCC2)C1c1cccc(C(F)(F)F)c1 (stereo unspecified) | 41
COc1ccc(NC(=O)N(Cc2ccccc2)Cc2cc3c(C)cc(C)cc3[nH]c2=O)cc1 | 1
COCCNC(=O)c1c(NC(=O)c2ccccc2)sc2c1CCCC2 | 28
CCC(c1nnnn1CC1CCCO1)N(Cc1ccco1)Cc1cc2cc(OC)ccc2[nH]c1=O (stereo unspecified) | 16
C/C(=N\NC1=NCCN1)c1cn(C2=NCCN2)nc1C | 8
CCc1ccc2[nH]c(=O)c(CN(CCO)S(=O)(=O)c3ccc(OC)cc3)cc2c1 | -28
Cc1ccc(N)cc1NC(=O)C(C)Sc1nnc(COc2ccc3ccccc3c2)n1C (stereo unspecified) | -42
C=C[C@@](C)(O)CCC1C(=C)C[C@H](O)C2C(C)(C)CCCC12C (stereo partly specified) | 79*
Cc1cccc(NC(=O)CSc2nnc3c4c(C)c(C)sc4nc(C(C)C)n23)c1C | 16
N#Cc1c(NC(=O)CSc2nnc3c(n2)[nH]c2ccc(F)cc23)sc2c1CCCC2 | -70
Cc1cc(C)nc(N2CCCC(C(=O)Nc3cccc4ccccc34)C2)n1 (stereo unspecified) | -5
O=C(CCn1c(=O)oc2ccccc21)N1CCc2c(nc(N3CCCC3)[nH]c2=O)C1 | -24
C=Cn1ncc(CN(CCCN2CCOCC2)Cc2ccc(C)o2)c1C | 0
CCCC(=O)Nc1ccc(NC(=O)c2ccc3c(c2)OCO3)cc1 | -2
CC1=C(C(=O)OC(C)C)C(c2ccc(Cl)c(Cl)c2)C2=C(CC(C)(C)CC2=O)N1 (stereo unspecified) | -105
COCCNc1c(-c2cc3ccc(C)c(C)c3[nH]c2=O)nc2ccc(C)cn12 | -38
COc1cccc(CNC(=O)Cn2nc(-c3ccco3)cc(N)c2=O)c1 | 4
O=C(CSc1nnc(CNc2cccc(C(F)(F)F)c2)n1Cc1ccco1)NC1CCCCC1 | -5
CCNC(=S)N(Cc1cccnc1)Cc1cc2c(C)ccc(C)c2[nH]c1=O | -2
CC(C)(C)C1=NN(CC(=O)N2CCC(C(N)=O)CC2)C(=O)c2cc3ccccc3n2C1 | -14
COc1cccc(CNCCNC(=O)c2cccs2)c1 | -95
COc1ccc(Cl)cc1NC(=O)CSc1n[nH]c(-c2cccc(Br)c2)n1 | -1
CCN1CCCC1CNCc1cc2c(C(C)(C)C)nn(-c3ccccc3)c2[nH]c1=O (stereo unspecified) | -10
Cc1ccc2cc(C#N)c(SCC(=O)Nc3nc4ccccc4s3)nc2c1 | -11

Additional structures follow.
mol | EP2 mod
CCn1ncc(CO)c1C | -38
O=C(NC1CCCc2ccccc21)C1CCCN(S(=O)(=O)Cc2ccccc2)C1 (stereo unspecified) | 2
CCC(c1nnnn1C(C)(C)C)N(Cc1ccccc1)Cc1cc2cc(OC)c(OC)cc2[nH]c1=O (stereo unspecified) | 21
COc1ccccc1NC(=O)CN1CCC(C(=O)c2ccc(Cl)cc2)CC1 | -52
COc1ccccc1C1Nc2ccc(C)cc2-c2cc(C)nn21 (stereo unspecified) | 20
COCCCN1C2=C(C(=O)CC(C)(C)C2)C(c2ccc(O)c(OC)c2)C2=C1CC(C)(C)CC2=O | -17
COc1ccc2cc(C(c3nnnn3C(C)(C)C)N3CCN(C)CC3)c(=O)[nH]c2c1 (stereo unspecified) | 6
COc1ccc(-c2nnc(SCC(=O)N3c4ccccc4Sc4ccc(Cl)cc43)o2)cc1 | -10
Brc1ccc(C2=Nn3c(nnc3-c3ccco3)SC2)cc1 | 8

Sorted by value in EP2 mod (largest number first): 3 from the list above.
mol | EP2 mod
COc1ccc2cc(C(c3nnnn3C(C)(C)C)N3CCN(C)CC3)c(=O)[nH]c2c1 (stereo unspecified) | 6
O=C(NC1CCCc2ccccc21)C1CCCN(S(=O)(=O)Cc2ccccc2)C1 (stereo unspecified) | 2
COc1ccc(-c2nnc(SCC(=O)N3c4ccccc4Sc4ccc(Cl)cc43)o2)cc1 | -10

Screens (PubChem BioAssay)
